Bioassay records from PubChem.
NALP1 inh: blocks the NALP1 inflammasome reconstituted in yeast. S. cerevisiae NALP1/ASC/caspase-1 growth, X-gal OD620, 72 h. inhibition, % at 10 µM. 280,000 compounds, 0.61% hits. AID 2071; in the data active = inhibition mostly above about 24%, no sharp cut-off; inactive = mostly below about 32%; also: some compounds called inactive have numbers as strong as hits
GPR7 antagonist: antagonists of human GPR7 (neuropeptides B/W receptor 1). P48145. GPR7-expressing cells, fluorescence antagonist assay. inhibition, % at 4.4 µM. 290,000 compounds, 1.1% hits; in the data active = inhibition above about 16%, passing the limit was not always enough;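 also: cells stimulated with the agonist NPW; 0% = agonist with vehicle and 100% = vehicle without agonist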
IDE act: boosts human insulin-degrading enzyme activity in HEK cells; 340,000 compounds, 0.073% hits; AID 493087; activation, % at 5.96 µM; P14735; FAbeta-B cleavage, fluorescence polarization; 0% vehicle, 100% cell-free pure enzyme wells;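 active = activation above the mean of all tested compounds plus 3 SD, set per screening campaign, cut at about 17% in these data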
PHOSPHO1 inh: inhibitors of human PHOSPHO1 phosphatase. Q8TCT1. inhibition, % at 13.3 µM. recombinant PHOSPHO1, absorbance phosphatase assay. 290,000 compounds, 1.1% hits; in the data active = inhibition above about 60%
M18AAP inhibitor: PfM18AAP enzyme inhibition; recombinant PfM18AAP, H-Glu-NHMec fluorogenic cleavage; inhibition, % at 7.35 µM; 290,000 compounds, 1.2% hits; AID 1822;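 active = inhibition above the campaign mean inhibition over all tested compounds plus 3 SD, cut at about 28% in these data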;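 also: 0% = plate median of test compound wells and 100% = 2 mM ZnCl2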
VIM-2 inhibitor: inhibitors of Pseudomonas aeruginosa VIM-2 metallo-beta-lactamase. inhibition, % at 5.6 µM. AID 1527. 290,000 compounds, 0.89% hits. purified VIM-2, nitrocefin hydrolysis, epi-absorbance fluorescence;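 active = inhibition above the mean of all tested compounds plus 3 SD, cutoff set per screening run, cut at about 7.5% in these data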;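 also: red hydrolysis product quenches plate fluorescence so inhibitors raise well fluorescence; 0% = enzyme with DMSO and 100% = DMSO without enzyme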
IMP-1 inhibitor: blocks Pseudomonas aeruginosa IMP-1 metallo-beta-lactamase | purified IMP-1, nitrocefin hydrolysis, epi-absorbance fluorescence | inhibition, % at 5.6 µM | 290,000 compounds, 0.45% hits;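 active = inhibition above the mean plus 3 SD of all compounds in the same screening run, cut at about 4.5% in these data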;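 also: 0% = IMP-1 with DMSO and 100% = DMSO wells lacking enzyme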
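System: Purified recombinant IMP-1 metallo-beta-lactamase enzyme | Measured by: Fluorescence quenching readout, ex 480/em 530 nm | Replication: Singlicate | Incubation: 15 min preincubation plus 25 min reaction at 25 °C | Evaluation: Percent inhibition from optical density relative to buffer-blank wells | Benchmarks: DMSO with and without IMP-1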
IDE inh: cellular human IDE inhibition; AID 434962; 320,000 compounds, 0.41% hits; HEK cells, FAbetaB cleavage, fluorescence polarization; inhibition, % at 5.59 µM;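 active = percent inhibition above the average of all tested compounds plus 3 SD, set per screening campaign, cut at about 16% in these data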;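 also: IDE supplied by intact live HEK cells; FP after avidin binding of uncleaved biotin substrate so inhibition keeps polarization high; 0% = DMSO wells and 100% = 60 µM reference IDE inhibitor Ii1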
pCIP destab: compounds decreasing mouse p/CIP protein stability | Q05BA5 | F442A p/CIP-EGFP cells, EGFP fluorescence, 16 h | decrease of EGFP signal, % at 10 µM | 290,000 compounds, 0.01% hits | AID 1984;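 active = EGFP signal decrease of at least 30% at 10 µM or well 3 SD below plate mean, unless failing retest; inactive = the rest, including hits failing retest or dose response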; also: some compounds called inactive have numbers as strong as hits; many of its hits are not listed in these tables
Target sequence (Q05BA5 1-1403): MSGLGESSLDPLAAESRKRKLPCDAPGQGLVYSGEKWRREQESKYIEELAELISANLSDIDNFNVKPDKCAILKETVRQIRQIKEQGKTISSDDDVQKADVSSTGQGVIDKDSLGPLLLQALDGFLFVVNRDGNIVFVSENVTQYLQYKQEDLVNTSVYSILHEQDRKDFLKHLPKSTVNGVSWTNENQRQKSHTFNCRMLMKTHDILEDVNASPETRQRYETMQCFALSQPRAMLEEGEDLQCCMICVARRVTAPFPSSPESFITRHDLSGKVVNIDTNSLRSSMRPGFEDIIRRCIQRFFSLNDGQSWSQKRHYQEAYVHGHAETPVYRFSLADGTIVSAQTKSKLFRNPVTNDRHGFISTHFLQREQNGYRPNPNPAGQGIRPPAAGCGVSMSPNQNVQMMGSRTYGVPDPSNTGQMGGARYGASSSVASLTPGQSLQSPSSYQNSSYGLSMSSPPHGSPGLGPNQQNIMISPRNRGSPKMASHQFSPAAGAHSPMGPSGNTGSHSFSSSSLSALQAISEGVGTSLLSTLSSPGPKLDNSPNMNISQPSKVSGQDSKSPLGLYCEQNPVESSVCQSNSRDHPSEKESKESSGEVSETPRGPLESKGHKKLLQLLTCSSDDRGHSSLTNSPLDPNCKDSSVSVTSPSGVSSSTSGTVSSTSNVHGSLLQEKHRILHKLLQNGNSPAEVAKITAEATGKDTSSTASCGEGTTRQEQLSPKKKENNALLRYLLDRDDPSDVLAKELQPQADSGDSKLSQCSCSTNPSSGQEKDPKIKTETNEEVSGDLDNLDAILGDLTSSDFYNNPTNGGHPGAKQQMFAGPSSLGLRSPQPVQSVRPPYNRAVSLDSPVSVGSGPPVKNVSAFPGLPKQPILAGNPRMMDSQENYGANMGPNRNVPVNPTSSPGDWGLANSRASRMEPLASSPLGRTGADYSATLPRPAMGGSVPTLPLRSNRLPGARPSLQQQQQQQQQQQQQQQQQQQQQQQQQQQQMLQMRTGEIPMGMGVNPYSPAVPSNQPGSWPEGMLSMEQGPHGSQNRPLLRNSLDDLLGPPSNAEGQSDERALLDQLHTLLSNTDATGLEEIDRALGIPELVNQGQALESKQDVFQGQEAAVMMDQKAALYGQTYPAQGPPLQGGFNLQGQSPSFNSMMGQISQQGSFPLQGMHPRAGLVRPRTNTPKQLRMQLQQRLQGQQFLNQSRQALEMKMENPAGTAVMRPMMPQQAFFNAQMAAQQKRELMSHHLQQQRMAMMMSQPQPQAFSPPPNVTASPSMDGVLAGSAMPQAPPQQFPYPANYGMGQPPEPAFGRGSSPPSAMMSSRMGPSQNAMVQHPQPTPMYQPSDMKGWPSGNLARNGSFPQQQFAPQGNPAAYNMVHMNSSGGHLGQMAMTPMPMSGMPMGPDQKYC
* hit, by the source's call; . = not tested or not shown. Compounds as they come (roughly 5.3% active in at least one column).

SMILES | NALP1 inh | GPR7 antagonist | IDE act | PHOSPHO1 inh | M18AAP inhibitor | VIM-2 inhibitor | IMP-1 inhibitor | IDE inh | pCIP destab
COc1ccc(-c2cc(C(=O)Nc3cc(C)nn3-c3ccccc3)no2)cc1 | -7 | 2 | 7 | 18 | -3 | -2.3 | -0.5 | 3 | -2
Cc1[nH]n(C2=NCCS2)c(=O)c1N=Nc1ccccc1 | -4 | -16 | 2 | -117 | -1 | -2.4 | -3.4 | 0 | -15
CCc1cc2cc(C(=O)Nc3ccccc3F)sc2s1 | 8 | 10 | 2 | -23 | -8 | -3.2 | -5.0 | 3 | -14
Cc1cc(C(=O)NCc2cc(C)n(C)n2)sc1-c1ccccc1 | 3 | -3 | 2 | 7 | 1 | -3.1 | -6.7 | 1 | 0
Fc1cc(Cl)ccc1NC1=NCCCCC1 | 6 | -8 | 1 | 44 | -3 | -2.4 | -1.7 | -1 | 10
CCOc1ccc(NCc2nnc(SCc3ccc(Cl)cc3)n2-c2ccccc2)cc1 | 28 | 0 | -1 | -15 | 8 | -0.2 | 1.3 | -2 | -5
COc1ccc(CCNC(=O)CN(Cc2ccc(Cl)cc2)S(C)(=O)=O)cc1 | 5 | 25* | 2 | . | -13 | -0.8 | -0.6 | . | -7
COc1ccc(CCNc2oc(-c3ccccc3OC)nc2C#N)cc1OC | 40 | 1 | -3 | -19 | -3 | -2.0 | -2.2 | 5 | 7
CC(C)c1ccc(NC(=O)[C@H](Cc2c[nH]c3ccccc23)NC(=O)[C@@H]2Cc3ccccc3CN2)cc1 | 22 | 27* | -1 | 18 | 5 | -1.1 | 0.0 | -4 | -3
O=C(COc1cc2oc(=O)c3c(c2cc1Cl)CCC3)NCCCn1ccnc1 | 12 | -12 | -1 | 42 | 4 | 30* | -1.6 | 3 | 8
O=C(O)C1=C[C@@H](c2csc3ccccc23)C[C@@H](OCc2ccc(CO)cc2)O1 | -1 | -10 | 5 | 30 | 4 | 1.4 | -3.4 | 1 | -11
CCCN1CCC(=O)N([C@H](COc2ccccc2)c2ccccc2)CC1 | 13 | -7 | 2 | -24 | -7 | -0.7 | -2.8 | 3 | -22
O=C(CCC(=O)c1ccc(Br)cc1)Nc1ccc(F)cc1 | -9 | -3 | 4 | 49 | 3 | -2.5 | -1.6 | 0 | -5
Cc1cc(/C=C2/NC(=O)N(Cc3ccccc3F)C2=O)c(C)n1C | 28 | -7 | -3 | 10 | 6 | -3.5 | -3.2 | 5 | 7
Cn1c(Cn2c(=O)sc3ccccc32)nnc1SCC(=O)N1CCN(c2ccccc2)CC1 | -76 | 0 | 4 | 15 | 5 | -2.3 | -4.1 | 4 | -12
COc1ccc(CCn2c(=N)c(C(=O)NCc3ccco3)cc3c(=O)n4cccc(C)c4nc32)cc1 | 10 | -12 | 0 | 18 | 14 | -1.4 | -4.2 | 0 | -5
CCCCCCCCCCCCN1C(=O)CSC1c1cccnc1 (stereo not drawn) | 21 | -4 | 1 | 37 | -12 | -1.9 | -1.2 | -8 | -12
COC(=O)CSc1ncnc2c(C)csc12 | -5 | -12 | . | 16 | 0 | 0.6 | 0.7 | 0 | -3
COC(=O)CC1C(=O)NCCN1C(=O)c1ccc([N+](=O)[O-])cc1 (stereo not drawn) | -3 | -18 | 4 | -7 | -14 | -1.3 | -2.2 | 1 | -1
NC(=O)CC(NC(=O)Cc1ccc(Cl)cc1)c1ccc(NCCOc2ccccc2)c([N+](=O)[O-])c1 (stereo not drawn) | 30 | -5 | -3 | 31 | 2 | -3.0 | -3.9 | 3 | -3
Cc1ccc(C(=O)Nc2ccc(CN3CCCCC3)cc2)c(C)c1 | 4 | 8 | -2 | -6 | 6 | 1.5 | 0.9 | -3 | -5
CN(C)CCNC(=O)c1ccc(-c2nn(C)c(=O)c3ccccc23)cc1 | 1 | -10 | 6 | 0 | -2 | 32* | -2.9 | 9 | 0
COc1ccc(N2C(=O)CCC(C(=O)c3ccccc3)=C2C)cc1 | 24 | -1 | -5 | -1 | 0 | -4.6 | -2.5 | -2 | 1
COCC(=O)Nc1c(C(=O)N2CCCC2)oc2ccccc12 | 4 | -6 | 2 | 18 | 0 | 1.4 | -1.8 | 0 | -10
NNc1nc(-c2ccccc2)cc(-c2ccc(Br)cc2)n1 | -2 | -21 | 7 | 36 | 6 | -2.0 | -3.5 | 3 | -8

Ordered by SMILES length (low to high): some entries from above.
SMILES | NALP1 inh | GPR7 antagonist | IDE act | PHOSPHO1 inh | M18AAP inhibitor | VIM-2 inhibitor | IMP-1 inhibitor | IDE inh | pCIP destab
CCc1cc2cc(C(=O)Nc3ccccc3F)sc2s1 | 8 | 10 | 2 | -23 | -8 | -3.2 | -5.0 | 3 | -14
O=C(CCC(=O)c1ccc(Br)cc1)Nc1ccc(F)cc1 | -9 | -3 | 4 | 49 | 3 | -2.5 | -1.6 | 0 | -5
COc1ccc(CCNc2oc(-c3ccccc3OC)nc2C#N)cc1OC | 40 | 1 | -3 | -19 | -3 | -2.0 | -2.2 | 5 | 7

Further entries follow.
SMILES | NALP1 inh | GPR7 antagonist | IDE act | PHOSPHO1 inh | M18AAP inhibitor | VIM-2 inhibitor | IMP-1 inhibitor | IDE inh | pCIP destab
COCCNC(=O)CSc1nccn1Cc1ccc2c(c1)OCO2 | -11 | -18 | 5 | 8 | -2 | -1.2 | -2.3 | -3 | -5
OCCc1ccc(O)c(-n2nc3ccccc3n2)c1 | 16 | -1 | 3 | 31 | -1 | -3.1 | -0.9 | -1 | -13
CCN(CC)CCNC(=O)c1cc(Sc2nnc(C)s2)nc2ccccc12 | 20 | -3 | 7 | -19 | -14 | 7.5 | -1.2 | 2 | -12
O=C(COC(=O)CCC1CCCCC1)Nc1ccc(OC(F)F)cc1 | 59 | 11 | 6 | -43 | -1 | -0.3 | -1.6 | 10 | -5
CC(C)(C)c1ccc(CS(=O)(=O)CC2(O)CCN(C(=O)c3cccc(C(F)(F)F)c3)CC2)cc1 | 4 | 6 | 6 | 33 | -1 | -2.6 | -2.8 | 0 | -16
Cc1cccc(OCCOC(=O)c2c(-c3ccccc3)noc2C)c1 | 3 | -13 | 0 | 32 | -3 | -1.0 | -1.9 | -1 | 6
CC1=C(C(=O)Nc2ccc(C)cc2C)C(c2ccc([N+](=O)[O-])cc2)n2ncnc2N1 (stereo not drawn) | -2 | 2 | 0 | 3 | -4 | -1.9 | -2.8 | -3 | 8
O=C(NCc1ccccc1)c1ccc(Cl)cc1[N+](=O)[O-] | 3 | -5 | 0 | -18 | -10 | -5.1 | -2.9 | -4 | -7
OC(CSc1c(Cl)cccc1Cl)CN1CCN(c2ccc(F)cc2)CC1 (stereo not drawn) | 43 | -11 | -4 | 29 | -12 | -3.6 | -3.0 | 12 | -5
O=C(c1ccc(Oc2ccc(C(F)(F)F)cc2[N+](=O)[O-])cc1)N1CCOCC1 | 29 | -7 | -2 | -9 | -1 | -0.2 | -1.2 | 1 | -12
Cn1ncc(Cl)c1C(=O)N1CCN(c2ccccc2)CC1 | -2 | 1 | 6 | 43 | 4 | -1.1 | -2.0 | 0 | 4
CC(=O)Nc1cccc(-c2nnc(-c3ccccc3)o2)c1 | 10 | -6 | 6 | 7 | 0 | 1.0 | -1.2 | 0 | 9
CCCC(=O)Nc1cccc(-c2cn3ccsc3n2)c1 | 14 | -9 | 0 | 52 | -4 | -3.4 | -5.0 | 4 | 8
Cc1[nH]n(-c2ccccc2)c(=O)c1C=Nc1ccc(S(=O)(=O)Nc2nccs2)cc1 | 10 | -11 | 1 | -8 | 4 | -2.1 | -3.1 | 0 | 2
CCCCOc1ccc(NC(=O)CSc2nnnn2C)cc1 | 11 | 2 | 4 | 16 | 0 | -0.2 | -2.6 | 0 | -2
O=C1CC(=C(c2ccccc2)c2ccccc2)C(=O)N1CCCN1CCN(c2cccc(Cl)c2)CC1 | . | -12 | 6 | 1 | -6 | -2.9 | -0.8 | -1 | -8
CCn1c(/N=C/c2ccccc2O)nc2ccccc21 | 4 | -12 | 2 | 9 | -3 | 0.0 | -2.0 | 0 | -2
Cc1ccccc1CS(=O)(=O)Cc1ccc(C(=O)NCC2CCCO2)o1 (stereo not drawn) | 12 | -9 | 1 | 11 | -10 | -1.1 | -3.1 | 8 | 1
O=C1CC(c2ccccc2)c2cc(O)ccc2O1 (stereo not drawn) | -7 | -5 | 1 | 1 | 10 | -1.6 | -0.2 | 4 | -11
Cc1ccc(S(=O)(=O)NC(=O)c2cc(C)n(CC(c3ccccc3)N(C)C)c2C)cc1 (stereo not drawn) | -7 | 1 | 2 | 36 | -1 | -2.9 | -4.4 | -4 | 0
COc1cc(C(=O)NCCSc2ccc(Br)cc2)cc(OC)c1OC | 13 | -13 | -10 | 41 | 3 | -0.8 | -2.1 | 3 | -9
COC(=O)c1ccc(NC(=O)NCCCl)cc1 | -1 | -8 | 4 | -10 | -2 | -3.4 | -0.4 | -2 | 6
CCOc1ccc(OCCSc2nc(-c3ccccc3)cc(=O)[nH]2)cc1 | 17 | -4 | 5 | 32 | -6 | 0.5 | -4.2 | -2 | -1
O=C(CN1C(=O)C2CC=CCC2C1=O)Nc1ccc(S(=O)(=O)N2CCOCC2)cc1 (stereo not drawn) | -15 | -9 | 2 | 20 | -5 | -2.9 | -3.6 | -6 | 3
Cn1c2c(c(=O)n(C)c1=O)[C@@H]1c3c(ccc4ccccc34)OC[C@@H]1CO2 | -10 | -9 | 9 | -16 | -8 | -4.2 | -1.2 | 3 | 4

Following part
SMILES | NALP1 inh | GPR7 antagonist | IDE act | PHOSPHO1 inh | M18AAP inhibitor | VIM-2 inhibitor | IMP-1 inhibitor | IDE inh | pCIP destab
O=C1c2ccccc2C2(c3cc(C(F)(F)F)cc(C(F)(F)F)c3)NCCN12 (stereo not drawn) | 10 | -18 | 1 | 20 | -3 | -3.2 | -1.8 | . | -2
COc1ccc(CNC(N)=O)cc1 | . | -5 | 2 | . | 3 | -3.2 | -0.9 | 0 | .
Cn1cccc1C(=O)OCc1ccc(C(C)(C)C)cc1 | 6 | -11 | 1 | 6 | 1 | -1.2 | -2.2 | -1 | 8
COc1ccc(C2(O)C(=O)Nc3ccc(C)cc32)cc1OC (stereo not drawn) | 2 | -14 | 4 | 24 | 2 | -1.7 | -3.0 | 2 | 2
Cc1csc2c(N3CCN(C(=S)Nc4ccc(C(F)(F)F)cc4)CC3)ncnc12 | . | -1 | -5 | 8 | -8 | -0.1 | -1.3 | 2 | -18
CN(C)c1ccc(/C=N/Nc2nc3ccccc3o2)cc1 | 10 | -4 | -7 | 9 | 5 | -4.2 | -4.5 | 6 | -5
O=C(Nc1ccccc1-c1nnc(SCc2ccccc2)o1)c1ccccc1 | 9 | -11 | 1 | 24 | 0 | 0.2 | -2.1 | 2 | -7
COc1ccc(N(CC(=O)Nc2ccc(C)cc2)S(=O)(=O)c2c(C)noc2C)cc1 | 28 | -12 | -1 | 26 | -11 | -2.1 | -2.8 | -5 | 0
COC(=O)C1=C(O)/C(=C\c2cc(C)n(-c3ccc(F)cc3)c2C)N=C1C | -13 | -8 | 3 | -27 | 3 | 0.5 | -1.6 | -1 | 4
CC1(C)c2ccccc2-c2nc3ccccc3cc2C1O (stereo not drawn) | 2 | -17 | 1 | 2 | 0 | -1.6 | -2.6 | 7 | -9
COc1ccc(C(=O)N2CCN(S(=O)(=O)c3ccc(C)cc3)CC2)cc1S(=O)(=O)N1CCOCC1 | . | 0 | 2 | 44 | -1 | -1.8 | -2.1 | 5 | 0
